Compound activity (PubChem BioAssay)
STK33 kinase inh: blocks human STK33 kinase activity; inhibition, % at 10 µM; Q9BYT3; hit rate 0.073% among 320,000; AID 2661; purified STK33, MBP phosphorylation, ADP-Glo luminescence;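 active = inhibition at or above 25%, using the most active replicate where run in duplicate; inactive = inhibition below 25%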
Target sequence (Q9BYT3 whole entry, looked up): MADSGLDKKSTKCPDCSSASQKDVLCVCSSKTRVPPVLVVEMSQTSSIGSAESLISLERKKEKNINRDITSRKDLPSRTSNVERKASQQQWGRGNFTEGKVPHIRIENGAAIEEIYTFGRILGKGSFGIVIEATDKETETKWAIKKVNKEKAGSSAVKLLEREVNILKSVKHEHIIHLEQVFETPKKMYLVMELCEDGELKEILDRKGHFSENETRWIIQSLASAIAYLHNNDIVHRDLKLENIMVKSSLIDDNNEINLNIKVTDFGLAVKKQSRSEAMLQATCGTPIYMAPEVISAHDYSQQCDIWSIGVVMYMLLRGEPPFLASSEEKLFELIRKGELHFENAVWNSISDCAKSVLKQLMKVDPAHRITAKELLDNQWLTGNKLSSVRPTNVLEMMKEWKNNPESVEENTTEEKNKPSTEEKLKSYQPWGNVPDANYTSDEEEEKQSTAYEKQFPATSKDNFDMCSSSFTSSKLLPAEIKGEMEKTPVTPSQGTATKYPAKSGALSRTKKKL
CHT inh: human CHT choline transport inhibition. Q9GZV3. CHT-expressing cells, membrane potential dye, choline response; stronger effect = lower value. B-score at 10 µM. hit rate 0.86% among 310,000;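 active = B-score over 3 SD under the library average, and starting fluorescence ratio not unusually high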;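 also: choline stimulus applied at its EC90 after an EC20 pre-addition; B-score computed on integrated fluorescence ratio after choline addition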
Target sequence (Q9GZV3 whole entry, looked up): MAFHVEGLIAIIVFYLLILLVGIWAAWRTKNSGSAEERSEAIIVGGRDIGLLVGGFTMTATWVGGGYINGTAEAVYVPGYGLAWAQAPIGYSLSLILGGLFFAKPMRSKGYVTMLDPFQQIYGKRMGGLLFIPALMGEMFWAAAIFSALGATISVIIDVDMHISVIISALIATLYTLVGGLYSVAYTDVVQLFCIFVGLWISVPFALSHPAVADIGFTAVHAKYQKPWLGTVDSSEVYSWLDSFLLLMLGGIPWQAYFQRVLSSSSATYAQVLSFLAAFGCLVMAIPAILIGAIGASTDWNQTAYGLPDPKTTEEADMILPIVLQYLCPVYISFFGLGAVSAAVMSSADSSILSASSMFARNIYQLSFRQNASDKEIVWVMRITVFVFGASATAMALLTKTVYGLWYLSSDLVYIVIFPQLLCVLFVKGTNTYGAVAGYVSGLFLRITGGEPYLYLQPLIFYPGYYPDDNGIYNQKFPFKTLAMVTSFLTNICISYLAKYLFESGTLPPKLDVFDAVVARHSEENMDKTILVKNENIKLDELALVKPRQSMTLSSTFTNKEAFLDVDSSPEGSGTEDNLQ
CHT PAM: allosteric activators of human choline transporter CHT | Q9GZV3 | hit rate 0.49% among 310,000 | CHT-expressing cells, membrane potential dye, choline EC20; stronger effect = higher value; LV-AA mutant CHT in HEK293 cells | AID 488977 | B-score at 10 µM;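 active = initial fluorescence not abnormally high and integrated response B-score, plate-corrected, over 3 SD above library mean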
* hit, by the source's call; i = inactive; & = joins results of further samples.

Screens in order – STK33 kinase inh | CHT inh | CHT PAM
> COC(=O)C1=C(C)N(Cc2ccccc2)C(=NCc2cc(OC)c(OC)c(OC)c2)N[C@H]1c1cccc(F)c1
    -1.1 | i | i
> O=c1sc2ccccc2c(N2CCN(c3ccccc3)CC2)c1[N+](=O)[O-]
    0.2 | i | i
> CCCC[n+]1ccn(C2=C([O-])c3ccccc3C(=O)/C2=N\S(=O)(=O)c2ccccc2)c1
    -0.5 | i | i
> COc1cccc(CNC(=O)C(NS(=O)(=O)c2ccc3c(c2)CCN3C(C)=O)C(C)C)c1 (stereo not given)
    0.4 | i | i
> Cc1ccc(OCC(=O)N/N=C\c2cccs2)c([N+](=O)[O-])c1
    0.5 | i | i
> C[C@H](NC(=O)c1ccco1)C(=O)N1CCCC1
    0.9 | i | i
> CC(C)(C)NC(=O)C(c1ccncc1)N(Cc1cccs1)C(=O)c1csnn1 (stereo not given)
    -1.1 | i | i
> Cc1onc(-c2ccccc2Cl)c1C(=O)N1CCOC12CCCCC2
    -1.3 | i | i
> CCN1C(=O)N[C@H](c2ccccc2)C(C(C)=O)=C1C
    -0.1 | i | i
> O=C(CSc1ncn(-c2ccccc2)n1)N1CCN(c2ccccc2)CC1
    -1.4 | i | i
> O=C(N/N=C/C=C/c1cccc([N+](=O)[O-])c1)c1ccncc1
    -4.5 | i | 7.9*
> Cc1ccnn1CCC(=O)N1CCCC(CCC(=O)NCc2ccccc2F)C1 (stereo not given)
    0.0 | i | i
> CC(C)CC(/C(O)=C(\C#N)c1nc2ccccc2[nH]1)N1C(=O)c2ccccc2C1=O (stereo not given)
    -0.4 | i | i
> O=C(Nc1nc2ccc(C(=O)N3CCCCC3)cc2s1)C1CCCCC1
    -1.6 | i | i
> COc1cccc(NC(=O)C(=O)NCCC2CCCCN2S(=O)(=O)c2ccccc2)c1 (stereo not given)
    -0.4 | i | i
> COc1ccc(N)cc1S(=O)(=O)Nc1ccccc1Cl
    -0.1 | i | i
> CC1C(=O)C(C)C(c2ccc([N+](=O)[O-])cc2)NC1c1ccc([N+](=O)[O-])cc1 (stereo not given)
    -2.5 | i | i
> CC(=O)Cc1nsc(NC(=O)c2ccc(F)cc2)n1
    -1.2 | i | i
> COc1cc(CN2CCC(n3nccc3NC(=O)c3ccccc3OC)CC2)ccc1F
    -1.1 | i | i
> O=C(Cc1cccs1)N1CCN(c2ccc(F)cc2)CC1
    -0.6 | i | i
> CC1CCN(CCC(=O)Nc2ccc(Br)cc2)CC1
    -2.6 | i | i
> Oc1ccccc1-c1cc(-c2ccc(Cl)cc2)n[nH]1
    -0.1 | i | i
> CN1C/C(=C/c2ccncc2)C(=O)/C(=C/c2ccncc2)C1
    0.2 | i | i
> Cc1cccc(N(Cc2cc3cc(C)ccc3[nH]c2=O)C(=O)c2cccs2)c1
    -0.2 | i | i
> CCN(CC)S(=O)(=O)c1ccc(NC(=O)CN(c2ccc(OC)cc2OC)S(C)(=O)=O)cc1
    -0.7 | i | i
> Cc1ccccc1NS(=O)(=O)c1cccc(-c2nnc(-c3ccccc3)o2)c1
    0.0 | i | i
> O=C(Oc1ccc2c(-c3ccccc3)cc(=O)oc2c1)C1CCCCC1
    0.0 | i | i
> O=C(CN1C(=O)c2ccccc2S1(=O)=O)Nc1ccc(S(=O)(=O)N2CCCCCC2)cc1
    -0.9 | i | i
> COc1ccc(S(=O)(=O)NNC(=O)Nc2ccc(F)cc2F)c(OC)c1
    -0.9 | i | i
> O=C(NNC1CC(=O)N(c2ccc(Cl)cc2)C1=O)c1ccco1 (stereo not given)
    0.8 | i | i
> CCC(C)N1CC(C(=O)O)CC1=O (stereo not given)
    0.1 | i | i
> COc1ccccc1N1CCN(C(CNS(=O)(=O)c2cc(F)ccc2F)c2cccnc2)CC1 (stereo not given)
    0.8 | i | i
> CCCCN(C)Cc1c(C)[nH]c2ccc(OCC)cc2c1=O
    -1.2 | i | i
> C=CCSc1nnc2c(n1)OC(c1ccco1)Nc1ccccc1-2 (stereo not given)
    -0.1 | i | i
> C=CCOc1ccc(C(=O)Nc2ccc(OCC)cc2)cc1
    -1.0 | i | i
> O=C(O)c1cccc2c1/C(=N/Nc1ccc([N+](=O)[O-])cc1[N+](=O)[O-])c1ccccc1-2
    1.7 | -6.2* | i
> COC(=O)c1sc(N2C(=O)C(O)=C(C(=O)c3ccc(C)o3)C2c2cccs2)nc1C (stereo not given)
    1.4 | -5.8* | i
> O=[N+]([O-])c1ccc2c(c1)C(N1CCOCC1)/C(=C/C1(O)CCCCC1)O2 (stereo not given)
    -0.8 | i | i
> COc1ccc(Cn2nnnc2C(c2ccc(C)cc2)N2CCN(C3CCCC3)CC2)cc1 (stereo not given)
    -0.4 | i | i
> C=CCN1C(=O)[C@]2(c3ccccc31)C1CCCC=C1C(C#N)=C(N)C2(C#N)C#N (stereo not given in full)
    -1.6 | i | i
> CCC(=O)N1CCc2cc(S(=O)(=O)CCC(=O)Nc3cccc(C)n3)ccc21
    -0.3 | i | i
> N=C(N)SCc1nc2ccccc2c(=O)n1-c1ccccc1
    0.4&0.6 | i | i
> Cc1nnc(SCC(=O)NNC(=O)c2ccc(Br)cc2)n1C
    -1.1 | i | i
> CCCCC(C(=O)O)C(C)CC(=O)Nc1nncs1 (stereo not given)
    -0.2 | i | i
> O=C(Cn1nc(-c2ccc3c(c2)OCCO3)ccc1=O)Nc1ccc(N2CCOCC2)cc1
    0.4 | i | i
> O=C(CC1C(=O)NCCN1Cc1ccc(-c2ccccc2)cc1)NCCOc1cccnc1 (stereo not given)
    -1.4 | i | i
> CC(CNc1ccccc1O)C(=O)O (stereo not given)
    -0.3 | i | i
> COC(=O)c1c(NC(=O)CCNCc2ccco2)sc2c1CCC2
    -3.2 | i | i
> CNc1c([N+](=O)[O-])cnn1-c1ccc(F)cc1
    -0.5 | i | i
> Cc1ccc(NC(=O)CSc2ncc(-c3ccccc3)n2C(=O)c2ccccc2)cc1
    -0.7 | i | i
> CCC1CCCCN1CCCNC(=O)C1CCC(Cn2c(=O)[nH]c3ccccc3c2=O)CC1 (stereo not given)
    -1.7 | i | i
> CC(C)=CCCC1(C)C=Cc2c(ccc3c2[nH]c2cc(O)c(C)cc23)O1 (stereo not given)
    -0.1 | i | i
> CC(C)c1ccc(NC(=O)C(c2ccccc2)N2CCN(C=O)CC2)cc1 (stereo not given)
    -0.3 | i | i
> Cc1ncsc1CCSc1nc2ccccc2c(=O)n1C
    1.9 | i | i
> Cc1cc(NC(=O)CCN2C(=O)/C(=C\c3ccccc3Cl)SC2=S)no1
    1.0 | i | i
> CCCCOCCCNC(=O)c1cccc(OC)c1
    -0.6 | i | i
> O=C(O)c1ccc(N2C(=O)CC(Cc3ccccc3)C2=O)cc1 (stereo not given)
    -1.4 | i | i
> CC(=O)NC1=NN(C(C)=O)C(C)(c2ccccc2)S1 (stereo not given)
    -1.6 | i | i
> CC1CCC(NCCNC(=O)c2ccco2)CC1 (stereo not given)
    -0.4 | i | i
> Cc1ccc(C(=O)NCCNc2ccc([N+](=O)[O-])cc2C(F)(F)F)cc1
    -0.7 | i | i

Grouped by structure: those above containing a nitro group on carbon.
Screens in order – STK33 kinase inh | CHT inh | CHT PAM
> O=c1sc2ccccc2c(N2CCN(c3ccccc3)CC2)c1[N+](=O)[O-]
    0.2 | i | i
> Cc1ccc(OCC(=O)N/N=C\c2cccs2)c([N+](=O)[O-])c1
    0.5 | i | i
> O=C(N/N=C/C=C/c1cccc([N+](=O)[O-])c1)c1ccncc1
    -4.5 | i | 7.9*
> CC1C(=O)C(C)C(c2ccc([N+](=O)[O-])cc2)NC1c1ccc([N+](=O)[O-])cc1 (stereo not given)
    -2.5 | i | i
> O=C(O)c1cccc2c1/C(=N/Nc1ccc([N+](=O)[O-])cc1[N+](=O)[O-])c1ccccc1-2
    1.7 | -6.2* | i
> O=[N+]([O-])c1ccc2c(c1)C(N1CCOCC1)/C(=C/C1(O)CCCCC1)O2 (stereo not given)
    -0.8 | i | i
> CNc1c([N+](=O)[O-])cnn1-c1ccc(F)cc1
    -0.5 | i | i
> Cc1ccc(C(=O)NCCNc2ccc([N+](=O)[O-])cc2C(F)(F)F)cc1
    -0.7 | i | i

Continued:
Screens in order – STK33 kinase inh | CHT inh | CHT PAM
> CCOC(=O)c1ccccc1NC(=O)Cn1c(-c2nonc2N)nc2ccccc21
    -1.1 | i | i
> COC(=O)[C@H](C)NC(=O)Nc1cccc(C)c1
    -2.5 | i | i
> Cc1ccccc1-n1c(=O)cc(N2CCC3(CC2)OCCO3)[nH]c1=O
    0.0 | i | i
> CCCCC(CC)CNC(=O)/C=C/c1ccc(F)cc1 (stereo not given)
    -0.3 | i | i
> Cc1nc2c(-c3ccccc3)c(C)nn2c(C)c1CCC(=O)O
    -1.5 | i | i
> O=c1cc(CSc2nnc(-c3cccs3)n2Cc2ccccc2)nc2sc3ccccc3n12
    -0.2 | i | i
> CCn1cc(C(=O)NCc2ccc(OC)cc2)c(=O)c2ccc(C)nc21
    2.2 | i | i
> CCOc1ccc(/C=N/NC(=O)c2ccc(Cn3cc([N+](=O)[O-])cn3)o2)cc1
    -0.4 | i | i
> c1ccc(COCCCn2cc(-c3ccccc3)nn2)cc1
    1.0 | i | i
> Cc1cc(OC(C)C(=O)NCCCN2CCOCC2)c2c(C)cc(=O)oc2c1 (stereo not given)
    -1.2 | i | i
> COc1ccc([C@@H]2[C@@H]3C(=O)N(C(C)(C)C)C(=O)[C@@H]3[C@]3(C)C(=O)N(c4cccc(C)c4)C(=O)N23)cc1
    -1.4 | i | i
> Cc1cc(N)n(-c2ccccc2)n1
    -1.0 | i | i
> COC(CNC(=O)C1CCCN1C(=O)OCc1ccccc1)OC (stereo not given)
    -1.3 | i | i
> O=C(CN1C(=O)c2ccccc2C1=O)Nc1ccccc1N1CCOCC1
    -1.0 | i | i
> CC(C)(C)C(=O)NNC(=O)c1cnccn1
    -0.2 | i | i
> O=C(CNS(=O)(=O)c1cccs1)NCc1ccc(F)cc1
    -0.4 | i | i
> CCN(C(=O)c1cc2c(=O)n3ccccc3nc2n1C)C1CCCCC1
    -0.8 | i | i
> COc1cc(OC)c(C2CC(=O)N3CN(c4ccccc4)CSC3=C2C#N)cc1OC (stereo not given)
    -0.1 | i | i
> CC(C)CC(C(=O)NCc1ccccn1)N1C(=O)c2ccccc2C1=O (stereo not given)
    0.3 | i | i
> COc1ccc(/C=N/N=C2/NC(=O)C(CC(=O)O)S2)cc1OCc1ccc(Cl)cc1 (stereo not given)
    -1.9 | i | i
> CCO[C@@H]1OC(C(N)=O)=C[C@H](c2cn(C(C)=O)c3ccccc23)[C@H]1CCCO
    -1.1 | i | i
> Cc1ccc(Cl)cc1NC(=O)CC1NCCNC1=O (stereo not given)
    -1.1 | i | i
> CN1c2cccc3cccc(c23)N(C)C1(C)C
    0.4 | i | i
> Cc1cc(OC(F)F)ccc1NC(=S)NCCc1ccccc1
    -0.3 | i | i
> Cc1ccc(-n2c(C)nnc2SCC(=O)Nc2ccccc2)cc1
    -0.9 | i | i
> CC(C(=O)Nc1ccc(F)c(F)c1F)N(C)Cc1cccs1 (stereo not given)
    -0.6 | i | i
> COc1cccc(C(C(=O)NC2CCCC2)N(Cc2ccco2)C(=O)c2ccco2)c1OC (stereo not given)
    0.7 | i | i
> COc1ccccc1N1CCN(S(=O)(=O)c2cccs2)CC1
    -1.9 | i | i
> CCCOc1cccc(C(=O)NCCCNC(=O)c2ccccn2)c1
    -0.8 | i | i
> COC1(NS(=O)(=O)c2ccc(Br)cc2)C(C)=CC(=O)C=C1C
    0.5 | i | i
> Cc1cc(=O)[nH]c(N=N/C(=N/Nc2ccc(O)cc2)c2ccccc2)n1
    4.6 | i | i
> Cc1oc2c(CN(C)C)c(O)ccc2c(=O)c1-c1ccc2ccccc2n1
    -0.9 | i | i
> Cc1ccc(N2C(=O)NC3(CCCCC3)C2=O)cc1
    -0.1 | i | i
> OCCN1CCN(Cc2cccc(Oc3ccc(Cl)cc3)c2)CC1
    2.6 | i | i
> COc1ccccc1N1CCN(Cc2nnnn2CCc2ccccc2)CC1
    0.1 | i | i
> O=c1c2ccccc2nc(N/N=C/c2ccccc2)n1O
    0.4 | i | i
> CC(=O)Nc1cccc(C(=O)OC(C)C(=O)N2CCc3ccccc32)c1 (stereo not given)
    -0.9 | i | i
> COc1cc(NC(=O)c2ccccc2)c(OC)cc1NC(=O)Cc1ccc(Br)cc1
    -2.2 | i | i
> CCOC(=O)c1cc(NC(=O)Nc2cc(C)ccn2)c(C)nc1C
    -0.2 | i | i
> CCN(CC(=O)NCCc1ccc(S(N)(=O)=O)cc1)Cc1nc2ccccc2c(=O)[nH]1
    0.0 | i | i
> CCn1c(=O)c2sccc2n(Cc2ccc(C)cc2)c1=O
    -2.3 | i | i
> CCN(CC)CCn1c(=N)n(CC(O)c2ccco2)c2ccccc21 (stereo not given)
    -1.3 | i | i
> CCOc1ccccc1C1C(C(=O)OC)=C(N)OC2=C1C(=O)CCC2 (stereo not given)
    -0.3 | i | i
> Cc1ccc(S(=O)(=O)N[C@@H](Cc2ccccc2)C(=O)N2CCC[C@@H]2C(=O)O)cc1
    -0.1 | i | i
> O=C(CCn1c(=S)[nH]c2cc3c(cc2c1=O)OCO3)NCc1cccc(Cl)c1
    -1.3 | i | i
> CC(=O)COc1ccc2c(-c3ccccc3)cc(=O)oc2c1
    -2.8 | i | i
> COc1ccccc1N1CCN(S(=O)(=O)c2cc3[nH]c(=O)c(=O)[nH]c3cc2C)CC1
    -1.2 | i | i
> CC(C)C12CN3CC(C(C)C)(CN(C1)C3(C)C)C2=O
    -2.0 | i | i
> O=C(CP(=O)(c1ccccc1)c1ccccc1)N/N=C/c1cc(Br)cc(Br)c1O
    0.0 | i | i
